Screens deposited in PubChem BioAssay by National Center for Advancing Translational Sciences (NCATS).
S-ASM inh: blocks human secretory acid sphingomyelinase; Potency, µM (series often up to 57.5 µM), without a hit: at the top dose activity change, negative = inhibition, hits mostly inhibitors; actives 0.006% (n = 340,000); P17405; placental ASM, HMU-PC fluorogenic substrate, 60 min; AID 504937; further: potency means the concentration at half of the fitted maximal effect
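HMU-PC0 cleavage (9 uM final) by human placental ASM, 60 min at 37 °C following 10 min compound exposure at RT; stopped at pH 10, fluorescence Ex 386/Em 447 nm.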
Menin MLL FP TR: displaces Texas Red mutant MLL peptide from human menin | Menin + Texas Red MLL mutant peptide, fluorescence polarization | Potency, µM (top dose mostly 61.6 µM), for the others: at the top dose FP activity change, negative = inhibition, actives largely listed as inhibitors | actives 0.23% (n = 270,000) | AID 1768; active means well fitted inhibition curve with a large enough effect in the polarisation, with a control signal flat, not every such curve was filed as active; inconclusive means small, poorly fitted or top-dose-only effect, or effect the other way, or a change in a side signal; inactive means no such curve, though single readings can be large or run the other way; the % refers to the polarisation; further: potency means the concentration at half of the fitted maximal effect; % of control where 0% means no effect; many of its hits are not listed in these tables
Target sequence (O00255 whole entry, looked up): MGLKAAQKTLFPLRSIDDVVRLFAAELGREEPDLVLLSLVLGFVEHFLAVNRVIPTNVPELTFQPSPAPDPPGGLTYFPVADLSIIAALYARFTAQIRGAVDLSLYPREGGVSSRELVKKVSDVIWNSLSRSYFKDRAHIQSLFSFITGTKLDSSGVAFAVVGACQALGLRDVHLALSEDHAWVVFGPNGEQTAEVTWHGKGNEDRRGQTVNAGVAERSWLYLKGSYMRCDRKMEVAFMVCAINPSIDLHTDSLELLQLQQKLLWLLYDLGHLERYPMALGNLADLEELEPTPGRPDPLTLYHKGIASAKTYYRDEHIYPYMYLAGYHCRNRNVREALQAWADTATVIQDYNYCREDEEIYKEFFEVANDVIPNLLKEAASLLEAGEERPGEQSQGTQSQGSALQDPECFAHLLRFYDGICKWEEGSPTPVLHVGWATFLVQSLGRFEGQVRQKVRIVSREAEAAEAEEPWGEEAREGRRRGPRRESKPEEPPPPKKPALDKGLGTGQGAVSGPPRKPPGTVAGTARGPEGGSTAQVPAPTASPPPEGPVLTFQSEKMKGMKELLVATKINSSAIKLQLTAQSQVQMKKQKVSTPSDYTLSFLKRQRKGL
TSHR antagonist: blocks TSH signaling through the human TSH receptor; TSHR-expressing cells, TSH-stimulated cAMP HTRF, 2 h; active compounds read low; P16473; actives 0.2% (n = 330,000); activity change, negative = inhibition, % at 11.5 µM;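 active means activity change below a set negative limit, meaning inhibition stronger than a set level, cut at about -70% in these data; inconclusive means activity change between two set negative limits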; further: on the % scale 0 is the no-effect control and ±100 the full control effect
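Antagonism was scored as loss of TSH-driven cAMP in TSHR cells, stimulated with 4nM TSH (EC80) for 2 hours at 37 deg C and detected by homogeneous HTRF competition immunoassay.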
a7 integrin act: activates integrin-mediated alleviation for muscular dystrophy | Potency, µM (top dose mostly 38.3 µM), without a hit: at the top dose activation, actives largely listed as activators | alpha7betagal myoblasts, beta-gal FDG fluorescence, 48 h | actives 0.064% (n = 350,000);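 further: potency means the concentration at half of the fitted maximal effect; 100% = response of the positive control SU9516; nearly all actives have a fitted effect of over 60% in size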
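alpha7betagal+/- myoblasts (passage 13, 250/well) treated 48 h at 37C with compounds at 1:260 dilution of DMSO stock. Lysed, then beta-galactosidase activity read as FDG fluorescence (ex 480/em 540) after 30 min, with pre-read for autofluorescence.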
TSG101-PTAP inh: blocks PTAP/TSG101 interaction to inhibit HIV-1 budding | Fluorescence polarization, FITC-PTAP peptide / Tsg101 binding | AID 493005 | 340,000 tested, under 10 active | Q99816 | Potency, µM (top dose mostly 115 µM), inactives show top-dose activity change, negative = inhibition, most hits filed as inhibitors; active means well fitted inhibition curve with a large enough effect in the main read-out, with a control signal flat, not every such curve was filed as active; inconclusive means small, poorly fitted or top-dose-only effect, or effect the other way, or a change in a side signal; inactive means no such curve, though single readings can be large or run the other way; further: potency means the concentration at half of the fitted maximal effect; % of control where 0% means no effect
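Fluorescence anisotropy tracks displacement of a FITC-tagged PTAP peptide (50 nM) from the Tsg101 binding domain (10 uM), following a 20 min room-temperature incubation at pH 7.5.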
Mito fusion act: mitochondrial division inhibition or fusion activation. S. cerevisiae fusion-defective mutant growth rescue, CellTiterGlo 48 h. Potency, µM (top dose mostly 46.1 µM), for inactives: at the highest dose growth rescue (activation), actives largely listed as activators. actives 0.23% (n = 320,000). AID 485298;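 further: potency means the concentration at half of the fitted maximal effect; % of control where 0% means no effect; nearly all actives have a fitted effect of over 45% in size; temperature-sensitive fusion mutants such as fzo1-1 at 37 °C on non-fermentable ethanol glycerol medium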
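Temperature-sensitive fusion-defective S. cerevisiae (e.g. fzo1-1, mgm1-5) were grown with compound in YPEG medium (3% ethanol, 3% glycerol) for 48 hours at 37C. Growth rescue was measured as viability by CellTiterGlo luminescence after 10 minutes at ambient.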
AT treatment: potential ataxia-telangiectasia treatment. AID 485349. […] A-T fibroblasts, KAP-1 phosphorylation AlphaLISA; neocarzinostatin DNA damage 30 min before lysis. Potency, µM (highest dose often 57.5 µM), without a hit: at the top dose activation, actives largely listed as activators. actives 0.19% (n = 320,000); further: potency means the concentration at half of the fitted maximal effect; % of control where 0% means no effect; nearly all actives have a fitted effect of over 45% in size
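hTERT-immortalized A-T patient fibroblasts ([…]), 500 cells/well in OPTI-MEM, 1% FBS, got compounds for 60 min, then NCS for 30 min at 37C. Lysates were then assayed for phospho-KAP-1 by AlphaLISA (anti-pKAP1 donor, anti-KAP1 acceptor beads), 6 hr at 25C.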
MBNL1-CUG inh: inhibitors of human MBNL1 binding to CUG repeat RNA; Q9NR56; actives 0.036% (n = 280,000); TR-FRET MBNL1-His/biotin-(CUG)12 binding, 665/545 ratio; Potency, µM (highest dose often 57.5 µM), without a hit: at the highest dose activity change, negative = inhibition, usual class: inhibitors; active means well fitted inhibition curve with a large enough effect in the signal ratio, with a control signal flat, not every such curve was filed as active; inconclusive means small, poorly fitted or top-dose-only effect, or effect the other way, or a change in a side signal; inactive means no such curve, though single readings can be large or run the other way; the % refers to the signal ratio; further: potency means the concentration at half of the fitted maximal effect; on the % scale 0 is the no-effect control and ±100 the full control effect
Target sequence (Q9NR56 whole entry, looked up): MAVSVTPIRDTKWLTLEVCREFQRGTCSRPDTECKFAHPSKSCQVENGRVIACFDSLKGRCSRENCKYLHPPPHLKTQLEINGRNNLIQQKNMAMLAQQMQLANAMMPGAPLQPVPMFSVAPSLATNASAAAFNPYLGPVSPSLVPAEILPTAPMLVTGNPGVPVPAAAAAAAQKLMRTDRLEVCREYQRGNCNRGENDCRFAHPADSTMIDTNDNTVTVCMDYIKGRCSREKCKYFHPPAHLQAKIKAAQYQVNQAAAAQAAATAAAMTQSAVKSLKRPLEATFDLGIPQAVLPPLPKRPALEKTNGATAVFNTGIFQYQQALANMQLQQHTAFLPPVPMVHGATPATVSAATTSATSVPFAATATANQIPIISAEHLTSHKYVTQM
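Compounds (final 92 nM to 58 uM) are added to His-tagged MBNL1 and biotin-(CUG)12, then terbium anti-His antibody and streptavidin-XL665 (5 nM final). After 60 min at room temperature, the 665/545 nm ratio is read.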
CXXC DNA block: blocks binding of human MLL CXXC domain to DNA | MLL-CXXC / FITC-HOXA9 DNA fluorescence polarization | Potency, µM (doses to about 115 µM), without a hit: at the highest dose activity change, negative = inhibition, most hits filed as inhibitors | actives 0.037% (n = 290,000) | Q03164; active means well fitted inhibition curve with a large enough effect in the polarisation, with a control signal flat, not every such curve was filed as active; inconclusive means small, poorly fitted or top-dose-only effect, or effect the other way, or a change in a side signal; inactive means no such curve, though single readings can be large or run the other way; the % refers to the polarisation; further: potency means the concentration at half of the fitted maximal effect
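Purified MLL-CXXC (added from a 7 uM solution) was preincubated 5 min at ambient with pinned compounds in 50 mM Tris-HCl pH 7.5, 50 mM NaCl, 1 mM DTT, 0.05% BSA. Fluorescein-labeled HOX-A9 DNA (50 nM solution) followed, 30 min, then polarization read.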
TCR activator: activators of T cell receptors. primary human leukocytes, anti-CD3, IL-2 HTRF, 48 h. Potency, µM (series often up to 9.22 µM), inactives show at the top dose activation of IL-2 secretion, usual class: activators. 330,000 tested, under 10 active; further: % of control where 0% means no effect
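Using a-CD3 beads without co-stimulation, primary human leukocytes were exposed to compounds for 48 hr. An HTRF IL-2 kit measured the cytokine, with europium-to-d2 energy transfer producing emission at 665nm upon 320nm excitation.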
The depositor's hits bear a star; ? = inconclusive; · = no result given; [ ] = dose if it differs, or a comment. Unless noted, the call rests on the fitted dose curve; in most records, active means well fitted curve in the direction sought with a large enough effect; inconclusive means small, poorly fitted or top-dose-only effect, or another doubt; inactive means no such curve, though single readings can be large; an effect the other way counts as inactive or inconclusive.

SMILES	S-ASM inh	Menin MLL FP TR	TSHR antagonist	a7 integrin act	TSG101-PTAP inh	Mito fusion act	AT treatment	MBNL1-CUG inh	CXXC DNA block	TCR activator
COC(=O)C1=C(C)NC2=C(C(=O)CCC2)C1c1cccs1 (configuration not stated)	·	4.0%	0.5	·	·	-4.5%	7.3%	0.6%	-3.6%	·
CCOc1ccc(NC(=O)NCc2cccnc2)cc1	2.9%	-9.5%	-1.3	-23.3%	-4.5%	1.5%	-2.6%	-28.9%	-17.5%	-1.3%
COc1ccccc1S(=O)(=O)CC(O)COc1ccc(F)cc1Cl (configuration not stated)	-0.7%	1.0%	-2.0	-186.4%[inhibitor]	-0.4%	-4.8%	5.3%	3.5%	20.0%	12.5%
O=C(NC1CCCCC1)C(c1ccc(F)cc1)N(C(=O)c1cccs1)c1ccc2c(c1)OCO2 (configuration not stated)	0.9%	?	-0.4	10.4%	-4.4%	-0.8%	5.3%	-7.7%	7.8%	4.4%
COc1ccc(N(CC(=O)Nc2cccnc2)S(=O)(=O)c2ccccc2)cc1OC	2.8%	10.5%	-0.8	0.0%	0.2%	-1.6%	7.0%	5.3%	1.5%	0.4%
CCOC(=O)c1c(NC(=O)CN(CC)CC)sc2c1CCN(C(=O)OCC)C2	3.5%	-18.3%	-13.3	-27.0%	-7.9%	14.4%	-8.9%	-10.0%	13.0%	·
NNC(=O)c1oc2nc(-c3ccco3)cc(-c3ccco3)c2c1N	5.8%	·	3.6	-22.5%	-1.6%	0.7%	23.0%	?	10.4%	5.4%
COc1ccccc1CNC(=O)c1cc2ccccc2oc1=O	-0.8%	·	-9.5	23.0%	-1.0%	-0.8%	3.6%	-6.2%	-6.3%	3.6%
CCc1c(C)[nH]c2ccc(C)cc2c1=O	-1.4%	-4.0%	-1.3	-26.8%	0.2%	8.7%	-0.1%	-8.4%	7.6%	4.7%
O=C(Cn1cnc2c(nnn2-c2ccccc2)c1=O)N1CCOCC1	-1.0%	-6.5%	4.9	-4.6%	-3.4%	-4.3%	6.9%	-0.4%	-5.4%	-5.3%
Cc1nnc(SCC(=O)c2c(N)n(C3CC3)c(=O)[nH]c2=O)n1C	5.7%	·	-2.0	5.5%	-2.3%	·	17.1%	·	·	8.8%
CCC(CC)C(=O)Nc1cc(Cl)ccc1C	·	12.2%	2.6	·	·	6.6%	3.2%	-1.8%	19.1%	·
O=C(O)C1=CC[C@@H](c2ccc(Cl)cc2)N(S(=O)(=O)c2ccc(Cl)cc2)[C@H]1c1ccccc1	3.1%	·	-31.8	20.0%	-4.6%	3.1%	12.4%	·	·	-3.7%
Cc1cc(C)nc(NC(=O)/C=C/c2ccc(Cl)cc2)n1	-0.7%	·	-0.3	-2.1%	0.1%	10.3%	0.3%	?	-4.9%	2.2%
COc1cc(CCC(=O)OCC(=O)Nc2ccc(C(N)=O)cc2)cc(OC)c1OC	-2.9%	6.6%	7.0	13.6%	-3.9%	-16.6%	0.2%	-2.8%	29.7%	1.4%
Cc1cc(C(=O)NNC(=S)Nc2ccccc2)nn1C	-1.2%	11.9%	-0.3	18.6%	1.0%	6.8%	-2.8%	-4.4%	49.0%[activator]	6.0%
CC(=O)N=c1ncn(CC(COC(C)=O)OC(C)=O)c2nc[nH]c12 (configuration not stated)	1.7%	-0.2%	-10.8	13.2%	-7.8%	-1.8%	12.5%	-8.2%	2.7%	6.2%
Cc1ccc[n+](CC(=O)c2ccc(Cl)cc2)c1	-0.7%	-3.8%	-7.0	5.9%	0.5%	0.5%	10.8%	1.8%	7.1%	-7.8%
CC(=O)Nc1nc(-c2cccc3ccccc23)cs1	-5.4%	7.8%	-15.5	-6.3%	-6.3%	-4.5%	-3.3%	19.2%	-4.4%	2.3%
CCN(CC)Cc1cc2ccccc2c2c1COC2	-3.2%	4.6%	-7.4	10.0%	-0.3%	-1.1%	0.3%	9.5%	0.1%	-3.1%
O=C(N=Nc1c(O)[nH]c2ccc(Br)cc12)c1cc(-c2cccc3ccccc23)n[nH]1	-23.6%	11.2%	-5.4	24.9%	-3.4%	13.6%	8.0%	·	11.8%	0.8%[46.1 µM]
O=C1CCCc2nc(NCc3ccco3)ncc21	0.8%	-3.8%	-2.5	-4.0%	-2.0%	5.9%	-0.6%	-3.4%	-2.6%	6.2%
CCOc1ccc(C(C)=O)cc1CSc1nnnn1-c1ccc(O)cc1	-4.2%	2.5%	-8.6	-3.1%	1.3%	4.3%	3.4%	-1.7%	1.1%	·
O=C(Cn1[nH]c(=O)c2ccccc2c1=O)NC1CCN(Cc2ccccc2)CC1	3.5%	18.2%	-2.4	-39.4%	-3.0%	0.6%	5.8%	-7.3%	-0.9%	-0.2%
O=C1NC(c2ccc3c(c2)OCO3)Oc2ccccc21 (configuration not stated)	-0.1%	-1.1%	-6.2	10.1%	·	2.9%	-0.9%	-4.4%	-22.8%	·
Cc1ccc(N/C=C(/C#N)c2ccsc2)cc1C	-25.0%	-19.1%	·	0.5%	0.4%	1.3%	·	5.0%	4.2%	-12.8%
O=C(NCc1ccco1)c1cnn2c1NC(c1ccccc1)CC2C(F)(F)F (configuration not stated)	-0.2%	24.4%	8.5	10.6%[7.66 µM]	-0.1%	4.0%	-5.1%	-9.8%	-2.2%	·
CCc1nnc(NC(=O)C=C(C)C)s1	6.2%	-3.4%	-10.1	30.7%	-3.1%	2.7%	1.9%	-2.3%	2.4%	6.5%[46.1 µM]
Cc1ccc(S(=O)(=O)N2CCN(C(=O)c3ccc([N+](=O)[O-])cc3)C2)cc1	1.5%	0.9%	1.8	-14.9%	0.0%	4.0%	-4.6%	?	-2.1%	-4.0%
COc1ccccc1NS(=O)(=O)c1cc(NC(=O)c2ccccc2[N+](=O)[O-])ccc1N1CCOCC1	-7.0%	·	-15.1	28.2%	-5.8%	·	8.9%	·	·	4.7%[46.1 µM]
O=C(CC1C(=O)NCCN1Cc1ccccc1C(F)(F)F)NCCN1CCCCC1=O (configuration not stated)	1.5%	·	-5.7	-9.0%	-1.1%	-1.9%	-4.2%	-2.1%	5.8%	-0.8%
O=C(NC1CCSc2ccccc21)c1cccc(Br)c1 (configuration not stated)	-19.9%	·	15.4	-10.6%	0.6%	3.3%	-2.8%	1.8%	2.2%	5.0%
CC(=O)c1c(C)[nH]c(C(=O)NNC(=O)COc2cc(C)ccc2C(C)C)c1C	-7.6%	·	-7.8	26.5%	0.5%	·	0.7%	·	·	7.9%
COc1ccc2[nH]c3c(N4CCc5ccccc5C4)ncnc3c2c1	100.7%[activator]	·	-20.9	?	-5.6%	1.0%	-4.5%	12.0%	10.0%	-4.2%
O=C(C1CCCO1)N1CCN(S(=O)(=O)c2cc(F)ccc2F)CC1 (configuration not stated)	2.4%	·	5.6	21.3%	-1.6%	2.2%	7.5%	-6.5%	-0.3%	2.0%
Cc1cc(C(=O)O)ccc1-n1c(C)cc(/C=C2\SC(=O)NC2=O)c1C	4.5%	17.7%	-20.0	25.7%	-5.1%	1.7%	19.0%	21.7%	-26.4%	-2.5%
C=CCOc1ccc(/C=N/NC(=O)C(=O)Nc2ccccn2)cc1OC	1.1%	7.6%	-11.0	-9.9%	-0.4%	-4.7%	-7.4%	11.0%	2.8%	6.3%[46.1 µM]

This is a subset (hit frequency here may not be typical).
